Screens: PubChem BioAssay, several laboratories
MBD2 inh – inhibitors of MBD2 binding to methylated DNA, primary screen, biochemical, TR-FRET, DNA-binding domain, human; Methyl-CpG-binding domain protein 2 (Homo sapiens), Q9UBB5; MBD2 binding to methylated oligonucleotide; inhibition, % at 4.4 µM; 0.31% of 370,000 active; AID 686964, 2013; in the data active = inhibition above about 13%
Target sequence (Q9UBB5 whole entry, looked up, the tested form may be a part): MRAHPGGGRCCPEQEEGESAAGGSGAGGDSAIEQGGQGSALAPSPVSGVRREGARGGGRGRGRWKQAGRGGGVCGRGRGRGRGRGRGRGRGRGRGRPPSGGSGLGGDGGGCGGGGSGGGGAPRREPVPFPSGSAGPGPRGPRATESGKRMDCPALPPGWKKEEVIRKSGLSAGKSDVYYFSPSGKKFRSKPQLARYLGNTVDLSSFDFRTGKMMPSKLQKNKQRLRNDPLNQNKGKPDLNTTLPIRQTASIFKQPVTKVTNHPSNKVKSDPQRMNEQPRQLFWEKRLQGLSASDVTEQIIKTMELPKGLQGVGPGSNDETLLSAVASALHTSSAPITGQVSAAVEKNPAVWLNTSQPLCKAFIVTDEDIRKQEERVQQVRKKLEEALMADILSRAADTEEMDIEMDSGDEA
HTRA1 inh – HTRA1 serine protease inhibitors, primary screen, biochemical, fluorescence polarization, HTS; Q92743; recombinant HTRA1, FP-rhodamine activity-based probe; inhibition, % at 5.96 µM; 0.5% of 340,000 active; AID 504803, 2011; in the data active = inhibition above about 36%;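 also: 0% = enzyme with DMSO and 100% = wells lacking enzyme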
TDP2 inh – human TDP2 enzyme inhibitors, primary screen, biochemical, epi absorbance, recombinant enzyme; 0.34% of 370,000 active; T5PNP hydrolysis, p-nitrophenol absorbance 415 nm; AID 720702, 2013; Tyrosyl-DNA phosphodiesterase 2 (Homo sapiens), O95551; inhibition, % at 12.8 µM;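 active = inhibition above the mean of all tested compounds plus 3 SD, set per campaign, cut at about 25% in these data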;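 also: 0% = DMSO with enzyme and 100% = buffer with substrate but no TDP2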
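Test system: human TDP2 enzyme; Input: 120 nM TDP2 per well; Buffer or medium: Mg2+-containing Tris-HCl buffer, pH 7.5; Reagent: 5 mM T5PNP; Dosing: 12.8 µM single point, 1% DMSO; Incubation: reaction 2 h, 37 °C; Detection: p-Nitrophenol epi absorbance; Read-out: % inhibition relative to enzyme-containing and enzyme-free wells; Replicates: single well per compound.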
LEDGF integ inh – blockers of LEDGF/p75-dependent integrase strand transfer – biochemical, TR-FRET, high throughput, primary screen. TR-FRET IN-LEDGF/p75 DNA integration, Eu/Cy5. inhibition, % at 3.7 µM. 0.64% of 370,000 active;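 active = inhibition above the screen-wide mean plus 3 SD, cut at about 13% in these data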;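 also: signal is the Cy5 over europium emission ratio at 671 and 618 nm; 0% = plate median of compound wells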
rCAG binder – binders of r(CAG) RNA repeats, primary screen, biochemical, fluorescence. r(CAG) RNA repeat, TO-PRO-1 dye displacement fluorescence. inhibition, % at 3 µM. 1.3% of 370,000 active;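 active = inhibition above the plate cutoff, the mean of all test compounds on that plate plus 3 SD, cut at about 35% in these data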;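 also: 0% = DMSO alone and 100% = 100 µM mitoxantrone as full dye displacement; higher means more dye released from RNA so lower well fluorescence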
TCR-CD3 inh – inhibitors of human TCR-CD3 interaction, primary screen, biochemical, fluorescence, TAMRA-labeled TCR probe. T-cell receptor (TCR). inhibition, % at 9.4 µM. 0.37% of 360,000 active; in the data active = inhibition above about 19%;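 also: recombinant mutant TCR 2C K166C tagged with TAMRA read by polarization; 0% = receptor in buffer alone and 100% = receptor with positive control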
PRMT1 inh – PRMT1 methyltransferase inhibitors, primary screen, biochemical, fluorescence polarization; recombinant PRMT1, activity-based probe fluorescence polarization; inhibition, % at 2.79 µM; 1.3% of 370,000 active; AID 652257, 2013;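 active = inhibition above about 21% made by adding two undisclosed values, limit read from the data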
Target sequence (Q99873 whole entry, looked up): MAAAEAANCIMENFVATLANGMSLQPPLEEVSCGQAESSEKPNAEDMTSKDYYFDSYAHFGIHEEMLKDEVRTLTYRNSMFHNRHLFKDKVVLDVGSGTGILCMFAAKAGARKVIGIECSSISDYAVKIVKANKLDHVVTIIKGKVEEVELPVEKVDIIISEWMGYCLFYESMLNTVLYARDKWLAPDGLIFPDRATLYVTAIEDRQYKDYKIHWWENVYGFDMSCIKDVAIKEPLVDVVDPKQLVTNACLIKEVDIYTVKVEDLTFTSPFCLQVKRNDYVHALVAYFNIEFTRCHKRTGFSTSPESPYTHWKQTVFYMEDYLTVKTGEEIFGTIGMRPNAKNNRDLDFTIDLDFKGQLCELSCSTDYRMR
SIAE inh – human SIAE inhibitors, primary screen, biochemical, fluorescence polarization, FP-Rh probe, 1536-well HTS. 0.69% of 370,000 active. inhibition, % at 9.66 µM. AID 1053197, 2014. SIAE FP-Rh probe binding;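 active = inhibition above a cutoff: mean of compounds within the control limits plus 3 SD of those, cut at about 17% in these data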;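 also: 0% = plate median of compound wells and 100% = probe without SIAE protein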
ABHD4 inh – ABHD4 inhibitors, primary screen, biochemical, fluorescence polarization, mouse | purified mABHD4, FP-Rh probe fluorescence polarization | inhibition, % at 8.92 µM | 0.54% of 370,000 active;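 active = inhibition exceeding the mean over every tested compound plus 3 SD, cut at about 30% in these data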;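 also: 0% = plate median of compound wells and 100% = S159A mutant with DMSO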
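Test system: mABHD4 protein | Buffer or medium: HEPES pH 7.0 buffer, 150 mM NaCl, 0.01% Pluronic F-127 | Probe or stimulus: FP-Rh fluorescent activity-based probe, added after compound pre-incubation | Timing: Pre-incubation 45 min, probe exposure 60 min, at 25 °C | Technique: Fluorescence polarization, excitation 525 nm, emission 598 nm, BODIPY TMR filters | Repeats: Single well per compound (singlicate)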
NPR2 activator – human GC-B receptor activators, primary screen, HEK293 GC-B cells, cGMP TR-FRET, EC30 CNP. 0% at EC30 CNP, 100% saturating CNP. Atrial natriuretic peptide receptor 2 (Homo sapiens), P20594. 0.11% of 370,000 active. activation, % at 10 µM;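 active = activation at 10 µM reaching about 35% in either raw or pattern-adjusted values, limit read from the data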
* marks the source's active call; other numbers are inactive results. An excerpt. The share of hits here may be higher or lower than overall.

Start of the data: the first two entries, ahead of the listing:
`O=C(CCCC(=O)NN=Cc1cccc(O)c1)NN=Cc1cccc(O)c1` gave MBD2 inh 1, HTRA1 inh 0, TDP2 inh 2, LEDGF integ inh -2, rCAG binder 2, TCR-CD3 inh 0, PRMT1 inh 4, SIAE inh -2, ABHD4 inh 0 and NPR2 activator 0.
Screening CC1=CCC2C(=O)N(c3nc(C)cc(C)n3)C(=O)C2C1 (stereo unspecified) returned MBD2 inh 0, HTRA1 inh -9, TDP2 inh -6, LEDGF integ inh -2, rCAG binder -2, TCR-CD3 inh 7, PRMT1 inh -3, SIAE inh 7, ABHD4 inh -2 and NPR2 activator 2.

The whole of this part, from the start:
`O=C(CCCC(=O)NN=Cc1cccc(O)c1)NN=Cc1cccc(O)c1` gave MBD2 inh 1, HTRA1 inh 0, TDP2 inh 2, LEDGF integ inh -2, rCAG binder 2, TCR-CD3 inh 0, PRMT1 inh 4, SIAE inh -2, ABHD4 inh 0 and NPR2 activator 0.
Screening CC1=CCC2C(=O)N(c3nc(C)cc(C)n3)C(=O)C2C1 (stereo unspecified) returned MBD2 inh 0, HTRA1 inh -9, TDP2 inh -6, LEDGF integ inh -2, rCAG binder -2, TCR-CD3 inh 7, PRMT1 inh -3, SIAE inh 7, ABHD4 inh -2 and NPR2 activator 2.
`O=C(NCc1ccco1)/C(=C\c1ccco1)NC(=O)c1ccc(Br)o1` gave MBD2 inh -2, HTRA1 inh 6, TDP2 inh 3, LEDGF integ inh 1, rCAG binder 2, TCR-CD3 inh 0, PRMT1 inh -1, SIAE inh -1, ABHD4 inh -4 and NPR2 activator 4.
`COC(=O)C[C@@H]1OC[C@H](CO)N1S(=O)(=O)c1ccc(C)cc1` gave MBD2 inh 1, TDP2 inh 0, LEDGF integ inh 4, rCAG binder 3, TCR-CD3 inh 1, PRMT1 inh -3, SIAE inh -7, ABHD4 inh 0 and NPR2 activator 3.
For CN(C)CCCN(C(=O)c1ccc(S(=O)(=O)N2CCCCCC2)cc1)c1nc2cc3c(cc2s1)OCCO3 the results were MBD2 inh -3, HTRA1 inh -3, TDP2 inh -9, LEDGF integ inh 0, rCAG binder -3, TCR-CD3 inh 5, PRMT1 inh 2, SIAE inh 9, ABHD4 inh 8 and NPR2 activator 0.
Screening C#Cc1ccc(CN2CCC(Oc3cc(C(=O)NC4CC4)ccc3OC)CC2)cc1 returned MBD2 inh 2, HTRA1 inh 1, TDP2 inh 0, LEDGF integ inh -2, rCAG binder -6, TCR-CD3 inh 4, PRMT1 inh 1, SIAE inh -1, ABHD4 inh 4 and NPR2 activator 2.
Screening COc1ccccc1NC(=O)CN(Cc1ccco1)C(=O)c1cncc(Br)c1 returned MBD2 inh 1, HTRA1 inh 0, TDP2 inh -14, LEDGF integ inh -5, rCAG binder 4, TCR-CD3 inh -7, PRMT1 inh 7, SIAE inh 1, ABHD4 inh 2 and NPR2 activator -8.
Nc1nnc(CC(=O)N/N=C/c2ccccc2OCc2ccc(F)cc2)s1 was read as MBD2 inh 7, TDP2 inh -18, LEDGF integ inh -4, rCAG binder -2, TCR-CD3 inh -8, PRMT1 inh 9, SIAE inh -7, ABHD4 inh -18 and NPR2 activator -18.
Screening O=[N+]([O-])c1cccc(/C(=N/N=C/c2ccccc2Br)C23CN4CN(CN(C4)C2)C3)c1 returned MBD2 inh -8, HTRA1 inh 4, TDP2 inh 1, LEDGF integ inh -1, rCAG binder -4, TCR-CD3 inh 7, PRMT1 inh 0, SIAE inh -4, ABHD4 inh 9 and NPR2 activator -6.
CCCCCC(=O)N1CCN(S(=O)(=O)c2ccc3c(c2)OCCO3)CC1 was read as MBD2 inh -3, HTRA1 inh -4, TDP2 inh -3, LEDGF integ inh 1, rCAG binder -5, TCR-CD3 inh 1, PRMT1 inh 0, SIAE inh 2, ABHD4 inh 6 and NPR2 activator 1.
For CC(C)(C)n1nnnc1C(c1cccc(C#N)c1)N1CCC(Cc2ccccc2)CC1 (stereo unspecified) the results were MBD2 inh 1, HTRA1 inh 9, TDP2 inh -4, LEDGF integ inh -1, rCAG binder -3, TCR-CD3 inh -7, PRMT1 inh 0, SIAE inh 3, ABHD4 inh 2 and NPR2 activator -3.
`CC1(CC(=O)N/N=C/c2ccc(-c3cccc(C(F)(F)F)c3)o2)OCCO1` gave MBD2 inh 1, HTRA1 inh -2, TDP2 inh -2, LEDGF integ inh 8, rCAG binder 1, TCR-CD3 inh -1, PRMT1 inh -1, SIAE inh 7, ABHD4 inh -8 and NPR2 activator -1.
CC1(c2nnnn2Cc2ccccc2)CCC(=O)N1CC1CCCCC1 (stereo unspecified) was read as MBD2 inh -8, TDP2 inh 4, LEDGF integ inh 1, rCAG binder -1, TCR-CD3 inh 2, PRMT1 inh 2, SIAE inh -2, ABHD4 inh -3 and NPR2 activator 1.
COc1ccc(NC(=S)NNC(=O)OC(C)(C)C)cc1OC was read as MBD2 inh 5, HTRA1 inh -1, TDP2 inh 5, LEDGF integ inh -1, rCAG binder -1, TCR-CD3 inh 2, PRMT1 inh -1, SIAE inh 3, ABHD4 inh -1 and NPR2 activator -1.
`CCOc1ccc(N(CC(=O)NCCOc2ccccc2OC)S(=O)(=O)c2ccccc2)cc1` gave MBD2 inh 15*, HTRA1 inh -3, TDP2 inh 6, LEDGF integ inh 5, rCAG binder 15, TCR-CD3 inh 10, PRMT1 inh 2, SIAE inh 1, ABHD4 inh -22 and NPR2 activator 1.
For CCn1c(CNC(=O)c2ccccc2F)nnc1SCC(=O)NC1CCCCC1 the results were MBD2 inh -6, HTRA1 inh 0, TDP2 inh 2, LEDGF integ inh -2, rCAG binder -4, TCR-CD3 inh 3, PRMT1 inh 2, SIAE inh 4, ABHD4 inh 5 and NPR2 activator 1.
Screening COc1ccc(CCNC(=O)CSc2nc(N)cc(=O)[nH]2)cc1OC returned MBD2 inh -6, HTRA1 inh 2, TDP2 inh 5, LEDGF integ inh 2, rCAG binder 4, TCR-CD3 inh 2, PRMT1 inh -2, SIAE inh 5, ABHD4 inh -1 and NPR2 activator 3.
For CCN(CC)c1ncnc2sc(C(=O)N3CCN(c4ccccc4)CC3)c(C)c12 the results were MBD2 inh 0, HTRA1 inh -3, TDP2 inh -4, LEDGF integ inh 3, rCAG binder -5, TCR-CD3 inh -3, PRMT1 inh 0, SIAE inh -2, ABHD4 inh 2 and NPR2 activator 0.
`CCCCCCCCCCCCN1CCSCCS1(=O)=O` gave MBD2 inh 1, TDP2 inh -13, LEDGF integ inh 22*, rCAG binder 2, TCR-CD3 inh -4, PRMT1 inh 0, SIAE inh 1, ABHD4 inh 2 and NPR2 activator 10.
Screening COc1ccc(CCNC(=O)COC(=O)/C=C/c2ccc(OC)cc2OC)cc1 returned MBD2 inh -4, HTRA1 inh -9, TDP2 inh -1, LEDGF integ inh -4, rCAG binder 4, TCR-CD3 inh 4, PRMT1 inh -2, SIAE inh 4, ABHD4 inh -4 and NPR2 activator -2.
`Cc1cc(NC(=O)CSc2nnc(-c3c[nH]c4ccccc34)n2-c2ccc(Cl)cc2)no1` gave MBD2 inh -5, HTRA1 inh -3, TDP2 inh -9, LEDGF integ inh 6, rCAG binder 2, TCR-CD3 inh 0, PRMT1 inh 0, SIAE inh -6, ABHD4 inh -2 and NPR2 activator -15.
Screening CC(Sc1nnc(-c2ccc(Cl)cc2)n1N)C(=O)NCC1CCCO1 (stereo unspecified) returned MBD2 inh -1, HTRA1 inh 3, TDP2 inh 3, LEDGF integ inh -5, rCAG binder 1, TCR-CD3 inh 9, PRMT1 inh -2, SIAE inh -1, ABHD4 inh 4 and NPR2 activator 1.
`COCCN1C=C(C(=O)OC)C(c2ccccc2Cl)C(C(=O)OC)=C1` gave MBD2 inh -2, HTRA1 inh 3, TDP2 inh -1, LEDGF integ inh -3, rCAG binder -4, TCR-CD3 inh -1, PRMT1 inh -1, SIAE inh -2, ABHD4 inh -1 and NPR2 activator 3.
`CCOc1cc(C2C(C#N)=C(N)Oc3n[nH]c(C)c32)ccc1OCCN1CCOCC1` (stereo unspecified) gave MBD2 inh -2, HTRA1 inh 5, TDP2 inh -2, LEDGF integ inh -2, rCAG binder -3, TCR-CD3 inh 4, PRMT1 inh -2, SIAE inh 3, ABHD4 inh 5 and NPR2 activator 3.
Screening CCOc1ccc(C(=O)NCC(=O)OCc2c(F)cccc2Cl)cc1 returned MBD2 inh -3, HTRA1 inh -11, TDP2 inh 4, LEDGF integ inh -1, rCAG binder -4, TCR-CD3 inh 3, PRMT1 inh -1, SIAE inh 5, ABHD4 inh -6 and NPR2 activator -1.
Screening COc1cc2c(cc1OC)C(C(=O)NCc1ccco1)C1c3ccccc3CCN1C2=O (stereo unspecified) returned MBD2 inh -4, HTRA1 inh -6, TDP2 inh 4, LEDGF integ inh 0, rCAG binder 0, TCR-CD3 inh 3, PRMT1 inh -2, SIAE inh -5, ABHD4 inh 4 and NPR2 activator 0.
Screening CCc1ccc(N=Nc2ccc(O)c3[nH]cnc23)cc1 returned MBD2 inh 1, HTRA1 inh 13, TDP2 inh -12, LEDGF integ inh -2, rCAG binder 34, TCR-CD3 inh 5, PRMT1 inh 3, SIAE inh -5, ABHD4 inh 13 and NPR2 activator -15.
`Cc1cc(C)nc(NN=C2CCCC2)n1` gave MBD2 inh -1, HTRA1 inh 0, TDP2 inh 14, LEDGF integ inh 2, rCAG binder 2, TCR-CD3 inh 1, PRMT1 inh -1, SIAE inh 4, ABHD4 inh 2 and NPR2 activator 4.
Screening CCC(C(=O)Nc1ccc([N+](=O)[O-])cn1)c1ccccc1 (stereo unspecified) returned MBD2 inh 1, HTRA1 inh -3, TDP2 inh -1, LEDGF integ inh 5, rCAG binder 3, TCR-CD3 inh 2, PRMT1 inh -3, SIAE inh -3, ABHD4 inh -10 and NPR2 activator -8.
Screening CC(C)(CO)NCC#Cc1ccccc1 returned MBD2 inh 5, HTRA1 inh -3, TDP2 inh -1, LEDGF integ inh 1, rCAG binder 0, TCR-CD3 inh 8, PRMT1 inh -3, SIAE inh 0, ABHD4 inh 0 and NPR2 activator -1.
`CCC(=O)Nc1ccc(C(=O)c2ccccc2)cc1` gave MBD2 inh -3, HTRA1 inh -12, TDP2 inh 7, LEDGF integ inh -1, rCAG binder 1, TCR-CD3 inh -2, PRMT1 inh -1, SIAE inh 3, ABHD4 inh -5 and NPR2 activator -7.
`CC(C)CCC(=O)N1CCOC1=O` gave MBD2 inh 0, HTRA1 inh -1, TDP2 inh -7, LEDGF integ inh 2, rCAG binder -1, TCR-CD3 inh -3, PRMT1 inh -1, SIAE inh -5, ABHD4 inh 8 and NPR2 activator 4.
